Assay outcomes (PubChem)
NPY-Y2 antag – NPY-Y2 (human) receptor antagonism. inhibition, % at 2.7 µM. 0.99% of 140,000 active. P49146. AID 793. NPY-Y2 expressing cells, antagonist mode; in the data active means inhibition above about 17%;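 further: 0% = vehicle with agonist challenge and 100% = reference antagonist with challenge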
Target sequence (P49146 whole entry, looked up): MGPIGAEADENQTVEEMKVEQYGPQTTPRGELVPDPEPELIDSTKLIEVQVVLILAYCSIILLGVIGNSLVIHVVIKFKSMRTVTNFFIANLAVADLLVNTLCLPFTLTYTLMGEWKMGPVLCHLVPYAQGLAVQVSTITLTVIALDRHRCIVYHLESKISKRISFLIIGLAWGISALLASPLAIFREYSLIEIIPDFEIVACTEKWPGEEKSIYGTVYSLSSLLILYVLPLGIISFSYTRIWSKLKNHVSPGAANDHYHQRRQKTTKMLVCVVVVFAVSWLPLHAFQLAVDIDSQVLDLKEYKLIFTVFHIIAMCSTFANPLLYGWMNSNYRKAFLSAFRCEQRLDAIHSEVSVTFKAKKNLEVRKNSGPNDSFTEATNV
MRP1 act – activates MRP-1; H69AR cells + doxorubicin, viability rescue, CellTiter-Glo; viability increase, % at 10 µM; 0.61% of 140,000 active;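 active means viability gain under doxorubicin at or above a set limit, the compound median plus 3 SD, cut at about 4.7% in these data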;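 further: MRP-1 overexpressing cells given doxorubicin 25 µM after compound pretreatment; 18-22 h compound pretreatment then 72 h with doxorubicin before readout; 0% = doxorubicin-only wells and 100% = vehicle-treated cells without doxorubicin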
Measles CPE – protection of cells from measles virus; Measles virus-infected cells, CPE protection, absorbance; protection (pct of control), % at 4 µM; 1.5% of 140,000 active; in the data active means protection mostly above about 24%, no sharp cut-off; inactive means mostly below about 26%; further: some compounds called inactive have numbers as strong as hits
GALR2 blocker – blocks the human galanin receptor 2 | O43603 | GALR2-expressing cells, antagonist mode | inhibition, % at 4 µM | 0.39% of 140,000 active | AID 828; in the data active means inhibition above about 27%;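 further: cells stimulated with galanin 1-16 at roughly its EC80; 0% = agonist challenge control and 100% = basal control without agonist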
Target sequence (O43603 whole entry, looked up): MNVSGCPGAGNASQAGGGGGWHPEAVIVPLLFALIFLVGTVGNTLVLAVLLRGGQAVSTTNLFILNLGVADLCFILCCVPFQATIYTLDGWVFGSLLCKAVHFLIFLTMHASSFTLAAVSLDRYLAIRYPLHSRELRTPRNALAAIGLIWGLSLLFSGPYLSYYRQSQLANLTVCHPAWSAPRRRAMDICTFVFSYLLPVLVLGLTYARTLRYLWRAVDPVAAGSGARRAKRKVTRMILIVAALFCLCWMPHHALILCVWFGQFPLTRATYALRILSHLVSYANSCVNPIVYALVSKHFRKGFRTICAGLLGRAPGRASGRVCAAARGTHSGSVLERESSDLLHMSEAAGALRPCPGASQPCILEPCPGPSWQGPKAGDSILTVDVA
Yeast growth inh – yeast BB579 growth reduction in restrictive medium. S. cerevisiae BB579 growth, OD615, 48 h. inhibition, % at 10 µM. 0.51% of 140,000 active. AID 804;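 active means inhibition above a set limit, 3 SD over the mean compound inhibition, cut at about 44% in these data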; further: inactives centre near -24
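System: Saccharomyces cerevisiae DeaD strain BB579, replicative lifespan model yeast. Buffer or medium: restrictive glucose-based CSMM-D medium. Doses: one dose, 10 µM compound with 0.25% DMSO. Timing: 4 h preincubation and 48 h exposure at 30 °C. Detection: turbidity as optical density at 615 nm. Benchmarks: amphotericin B 10 µg/mL, positive.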
PTEN del growth – suppresses growth of cells with PTEN deletion; HCT116 PTEN-null viability, CellTiter-Glo, 60 h; hits give low values; viability, % at 10 µM; 1.2% of 140,000 active;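 active means viability at or below a set limit, 4 SD under the median of all tested compounds, cut at about 3.7% in these data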;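 further: PTEN knockout HCT116 line with beta catenin targeted HCT116 as companion control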
HCT116 bCat-KO – beta-catenin-lacking colon tumor cell growth suppression; 1.5% of 140,000 active; viability, % at 10 µM; HCT116 beta-catenin knockout viability, CellTiter-Glo, 60 h; hits give low values;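 active means viability at or under a set limit, the compound median less 4 SD, cut at about 6% in these data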;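 further: 0% = Hyamine 1622 control at 20 µM and 100% = untreated cell control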
Yeast lifespan up – yeast lifespan extension; S. cerevisiae growth with nicotinamide, OD615; deaD strain in restrictive glucose medium; inhibition of the nicotinamide effect, % at 10 µM; 0.68% of 130,000 active;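 active means inhibition above a set limit, placed 3 SD over the median of all compounds, cut at about 26% in these data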;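 further: 0% = nicotinamide-treated wells and 100% = cells grown without nicotinamide; some compounds called inactive have numbers as strong as hits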
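Material: Modified budding yeast, DeaD strain | Medium: Restrictive glucose medium | Probe or stimulus: 1.5 mM nicotinamide | Dosing: Single dose 10 µM compound, 0.25% DMSO | Times: 48 h at 30 °C | Technique: OD615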
Phagocytosis inh – macrophage phagocytosis inhibition. J774A.1 macrophage IgG-bead phagocytosis, imaging. inhibition, % at 5 µM. 0.07% of 110,000 active;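 active means inhibition above the mean of the plate negative controls plus 5 SD, cut at about 13% in these data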;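 further: phagocytic index as fraction of beads internalized from green versus red external bead signal; plate controls were DMSO negative control for no effect and cytochalasin-D positive control for full effect; some results beyond the cut were filed as inactive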
E-sel TNF inh – TNF alpha driven E-selectin expression inhibition; HUVEC TNFa-induced E-selectin immunofluorescence, high content; inhibition, % at 2 µM; 0.71% of 120,000 active; AID 1246;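 active means inhibition above the batch mean plus 3 SD, and confirmed as a hit on visual image review, cut at about 43% in these data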;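 further: 0% = TNF-stimulated DMSO wells and 100% = unstimulated control wells; not every result past the cut was called active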
Numbers without * were called inactive; · = no result given.

The first 13 records (preview)
SMILES	NPY-Y2 antag	MRP1 act	Measles CPE	GALR2 blocker	Yeast growth inh	PTEN del growth	HCT116 bCat-KO	Yeast lifespan up	Phagocytosis inh	E-sel TNF inh
CC(C)(C)C(=O)CSc1nc2ncc(Br)cc2[nH]1	2	0.8	20	-9	-41	119	100	-13	0	·
COc1ccccc1CNc1nc2nc(C)c(Cl)c(=O)n2[nH]1	-1	-0.7	3	3	-55	92	91	-6	0	-5
Cc1nnc(SCC(=O)N2CCc3ccccc32)s1	1	-0.2	0	-5	-14	91	96	-7	-1	4
COc1ccccc1N1CCN(S(=O)(=O)CC23CCC(CC2=O)C3(C)C)CC1 (centres undefined)	0	2.8	26	-7	-37	101	94	8	-5	2
Cc1n[nH]c(C)c1Cc1ccc(C(=O)O)cc1	3	0.4	13	1	-44	103	109	-14	-1	-42
Cn1cnnc1SCC(=O)OCN1C(=O)c2ccccc2C1=O	1	-1.7	22	5	-33	88	103	-21	·	·
Cc1ccc(NC(=O)CSc2nc(O)cc(=O)n2C)cc1	4	8.5*	12	4	-7	93	99	-16	·	·
O=C(CSC1=NC(=O)C(Cc2ccccc2)C(=O)N1)Nc1ncccn1 (centres undefined)	-3	0.2	11	8	-47	103	89	-4	0	-3
CCN(CC)C(=O)CCc1nc2sc3c(c2c(=O)[nH]1)CCCC3	5	-2.3	13	-11	-4	94	94	-4	·	1
CNc1oc(-c2ccccc2Cl)nc1P(=O)(c1ccccc1)c1ccccc1	2	4.7*	2	-4	-28	56	68	15	-5	0
O=C(Nc1cccc(Cl)c1)N1CCN(C/C=C/c2ccccc2)CC1	4	-0.2	5	3	1	72	70	-5	-2	7
Cc1ccccc1NC(=O)NCc1ccco1	3	-2.5	5	-2	-11	94	89	-8	-2	17
O=C(CSc1nnc(SCc2ccccc2)s1)N/N=C/c1ccc(Cl)cc1Cl	4	-1.0	9	5	8	98	96	1	-12	21

All compounds of this part, from the start:
SMILES	NPY-Y2 antag	MRP1 act	Measles CPE	GALR2 blocker	Yeast growth inh	PTEN del growth	HCT116 bCat-KO	Yeast lifespan up	Phagocytosis inh	E-sel TNF inh
CC(C)(C)C(=O)CSc1nc2ncc(Br)cc2[nH]1	2	0.8	20	-9	-41	119	100	-13	0	·
COc1ccccc1CNc1nc2nc(C)c(Cl)c(=O)n2[nH]1	-1	-0.7	3	3	-55	92	91	-6	0	-5
Cc1nnc(SCC(=O)N2CCc3ccccc32)s1	1	-0.2	0	-5	-14	91	96	-7	-1	4
COc1ccccc1N1CCN(S(=O)(=O)CC23CCC(CC2=O)C3(C)C)CC1 (centres undefined)	0	2.8	26	-7	-37	101	94	8	-5	2
Cc1n[nH]c(C)c1Cc1ccc(C(=O)O)cc1	3	0.4	13	1	-44	103	109	-14	-1	-42
Cn1cnnc1SCC(=O)OCN1C(=O)c2ccccc2C1=O	1	-1.7	22	5	-33	88	103	-21	·	·
Cc1ccc(NC(=O)CSc2nc(O)cc(=O)n2C)cc1	4	8.5*	12	4	-7	93	99	-16	·	·
O=C(CSC1=NC(=O)C(Cc2ccccc2)C(=O)N1)Nc1ncccn1 (centres undefined)	-3	0.2	11	8	-47	103	89	-4	0	-3
CCN(CC)C(=O)CCc1nc2sc3c(c2c(=O)[nH]1)CCCC3	5	-2.3	13	-11	-4	94	94	-4	·	1
CNc1oc(-c2ccccc2Cl)nc1P(=O)(c1ccccc1)c1ccccc1	2	4.7*	2	-4	-28	56	68	15	-5	0
O=C(Nc1cccc(Cl)c1)N1CCN(C/C=C/c2ccccc2)CC1	4	-0.2	5	3	1	72	70	-5	-2	7
Cc1ccccc1NC(=O)NCc1ccco1	3	-2.5	5	-2	-11	94	89	-8	-2	17
O=C(CSc1nnc(SCc2ccccc2)s1)N/N=C/c1ccc(Cl)cc1Cl	4	-1.0	9	5	8	98	96	1	-12	21
Nc1nc(CN2CCc3ccccc3C2)nc(Nc2ccccc2)n1	2	-0.7	14	7	-76	97	96	-10	·	-7
COc1ccc2nc(COC(=O)c3ccco3)c(C(C)=O)[n+]([O-])c2c1	1	-0.8	12	-5	-12	94	93	-13	-1	·
COc1ccc(C=C(c2ccc(OC)cc2)c2ccc(OC)cc2)cc1	10	0.9	0	-1	-67	87	88	-2	-1	-10
CCOC(=O)c1sc(/N=C/Nc2nc(C)c(C(=O)OCC)s2)nc1C	5	-3.4	6	3	-33	94	92	-20	2	·
Cc1cc(C(=O)C(=O)N(C)C)c(C)n1-c1ccc([N+](=O)[O-])cc1	2	-0.4	0	2	17	93	87	-16	0	37
CCCCSc1nc(O)c(C2OC(=O)c3c2ccc(OC)c3OC)c(=O)n1-c1ccccc1 (centres undefined)	8	-0.1	2	3	-64	97	89	-5	2	-11
O=C(CN1C(=O)C2C3C=CC(C3)C2C1=O)N1CC=C(c2ccccc2)CC1 (centres undefined)	5	-0.1	5	-3	-36	86	89	-23	·	1
Cc1c(N(C)C(=O)c2ccco2)c(=O)n(-c2ccccc2)n1C	3	1.3	2	-9	-25	108	97	-11	0	-5
COC(=O)c1c(NC(=O)c2nn(C)cc2Cl)sc2c1CCCC2	1	-2.3	19	-4	-47	83	87	-8	·	-38
C=CCNC(=O)c1scc2c1CCCC2	-1	-1.6	7	19	-3	85	96	-14	1	-9
CCOC(=O)c1sc(NC(=O)c2ccc(S(=O)(=O)N3CCCCCC3)cc2)nc1-c1ccccc1	0	4.0	3	-9	-17	68	70	-3	-11	·
COc1ccc(CN2C(=O)CC(Cc3ccc(C)cc3)C2=O)cc1OC (centres undefined)	3	1.7	7	7	7	105	98	-6	-6	·
N=c1cc(C2(O)CCCCC2)n2c(nc3ccccc32)s1	3	-2.5	7	6	-65	76	60	-7	-1	3
Cc1ccc(NC(=O)Nc2cccs2)c(Cl)c1	1	-0.8	11	17	-30	73	74	-21	0	-22
CC(=O)N1c2ccccc2NC2=C(C(=O)CCC2)C1c1ccc(F)cc1 (centres undefined)	2	-1.4	·	4	-66	106	103	-16	-1	-13
CN(c1ccccc1)S(=O)(=O)c1cccc(NC(=O)CSc2ncc(C(F)(F)F)cc2Cl)c1	8	0.2	6	-4	-19	96	91	1	-4	·
COC(=O)Oc1cncc(C(=O)O)c1	-1	-0.1	·	-10	-3	90	99	-18	0	-6
CC1=C(C(=O)Nc2ccccc2)C(c2cccnc2)n2nc(-c3cccnc3)nc2N1 (centres undefined)	6	-0.9	7	6	2	104	93	1	-1	·
COc1ccc(N(CC(=O)Nc2cc(C)ccc2C)S(=O)(=O)c2c(C)nn(C)c2C)cc1	-2	-3.1	2	9	-11	92	87	-9	0	5
O=C(CCC(=O)c1ccc(Oc2ccccc2)cc1)Nc1cccc(Cl)c1	7	-0.9	4	-2	-8	99	93	3	-7	31
Cc1ccc(/C=N/Nc2ccc(Cl)c(C(=O)O)c2)s1	-1	-1.3	14	-4	3	101	101	0	-4	-4
O=C1CNC(=O)/C1=C/c1ccc(O)cc1	0	-1.1	5	-22	-25	100	105	-18	·	0
O=C(N/N=C1/CCSC1)c1cccc([N+](=O)[O-])c1	2	-1.1	15	8	-37	100	98	1	-4	·
O=S(=O)(c1ccccc1)N1CCSC1c1ccco1 (centres undefined)	3	-1.6	10	1	-34	101	97	-5	0	21
Cc1ccc(C(=O)Nc2cc(C(C)C)c(O)c(C(C)C)c2)cc1	0	-3.7	3	13	-15	71	77	-1	-2	·
Cc1ccc(OC(=O)CCC(=O)N2CCc3ccccc32)cc1	4	-0.7	4	-5	-13	87	98	-13	0	13
COc1cc(SC)ccc1C(=O)NCc1ccc(C)cc1	5	0.1	28	-7	-14	98	91	-23	·	19
COc1cc(Cl)c(S(=O)(=O)N2CCOCC2)cc1Cl	3	-0.7	17	-12	-3	91	101	-11	1	-10
Cc1ccc2c(c1)NCC(C(=O)NCc1ccccc1)O2 (centres undefined)	-2	0.6	6	-11	12	96	92	-1	·	-8
O=C(Cc1ccc2c(c1)OCCO2)N1CCN(S(=O)(=O)c2cccc(C(F)(F)F)c2)CC1	6	-2.1	24	2	-13	102	93	3	-1	12
CCCCCCc1cc2cc(S(=O)(=O)c3ccc(F)c(Cl)c3)c(=O)oc2cc1O	3	-6.1	13	8	-20	3.1*	2.9*	7	-11	-41
O=C(CSc1ncc(-c2ccccc2)n1CC1CCCO1)N1CCCCC1 (centres undefined)	11	-4.7	30	-2	13	94	96	-2	2	·
O=S(=O)(/C=C/c1ccccc1)Nc1ccc(N2CCOCC2)cc1	3	-0.6	6	-5	-56	96	104	-7	0	12
CCOC(=O)/C(C#N)=N\Nc1ccc(S(=O)(=O)Nc2nc(C)cc(C)n2)cc1	6	1.6	13	3	-15	102	91	4	-2	·
COc1ccccc1-c1nc(-c2ccccn2)no1	1	-5.2	7	-8	4	38	43	-17	0	18
CC1CN(c2nn3c(=O)c4ccccc4nc3c3ccccc23)CC(C)O1 (centres undefined)	4	-0.8	18	1	2	64	65	-2	0	-14
N#Cc1c2n(cnc1=O)CCCCC2	0	-0.6	12	0	-3	107	107	3	0	6
COc1cc(OC)cc(C(=O)NN2CCCCC2)c1	-2	-0.1	1	0	-7	101	92	-4	-1	-3
CC(=O)NC1=NN(C(C)=O)C(C)(c2ccc(Cl)s2)S1 (centres undefined)	4	-5.3	17	9	-7	17	18	·	·	-4
COc1ccc(Cn2ccc(=O)c(Cc3c(Cl)cccc3Cl)c2C)cc1	5	-0.5	32	8	14	96	91	-5	·	·
Cc1nnc(SCCC(=O)Nc2ccc(F)cc2)s1	1	-3.3	4	-1	-43	98	100	-26	-1	18
COc1ccc(C2=Nn3c(nnc3-c3ccc(OC)cc3)SC2)cc1	7	-1.3	6	13	-58	14	16	-13	11	4
Cc1nnn(-c2nonc2N)c1C(=O)N/N=C/c1cccc2ccccc12	2	2.4	16	-3	-36	100	95	-7	18	·

Single records, as listed above. Order of values: NPY-Y2 antag	MRP1 act	Measles CPE	GALR2 blocker	Yeast growth inh	PTEN del growth	HCT116 bCat-KO	Yeast lifespan up	Phagocytosis inh	E-sel TNF inh
CC1CN(c2nn3c(=O)c4ccccc4nc3c3ccccc23)CC(C)O1 (centres undefined) reads 4	-0.8	18	1	2	64	65	-2	0	-14
N#Cc1c2n(cnc1=O)CCCCC2 reads 0	-0.6	12	0	-3	107	107	3	0	6
